From PubChem BioAssay
bub3 – NCI yeast anticancer drug screen, S. cerevisiae bub3 mutant strain. growth inhibition, % at 50 µM. hit rate 9.9% among 78,000. AID 167, 2004;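 also: 0% = growth of vehicle-only cultures of the same strain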
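Part of a panel of yeast mutants defective in DNA damage repair or cell cycle regulation. Each strain is grown with compound, and inhibition is calculated relative to solvent-treated cultures.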
yeast sgs1 mgt1 – NCI yeast anticancer drug screen, S. cerevisiae sgs1 mgt1 strain | AID 161, 2004 | hit rate 10% among 78,000 | % growth inhibition at 50 µM;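 also: 0% = growth of vehicle-only cultures of the same strain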
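Compounds are added to genetically altered yeast, and growth is compared with cultures given vehicle alone to give percent inhibition.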
mlh1 rad18 – NCI yeast anticancer drug screen, S. cerevisiae mlh1 rad18 strain. growth inhibition, % at 50 µM. hit rate 11% among 79,000. AID 175, 2004;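 also: 0% = growth of vehicle-only cultures of the same strain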
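Yeast w/ defined DNA-repair lesions; compound exposure; growth vs vehicle controls → % inhibition.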
yeast mec2-1 – NCI yeast anticancer drug screen, S. cerevisiae mec2-1 strain; AID 157, 2004; hit rate 9% among 79,000; % growth inhibition at 50 µM;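 also: 0% = growth of vehicle-only cultures of the same strain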
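Each compound was tested on mec2-1 yeast, a strain altered in DNA damage repair or cell cycle control. Growth inhibition is reported relative to vehicle.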
yeast rad50 – NCI yeast anticancer drug screen, S. cerevisiae rad50 strain; hit rate 10% among 79,000; growth inhibition, % at 50 µM; AID 155, 2004;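 also: 0% = growth of vehicle-only cultures of the same strain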
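Relative growth inhibition (compound vs vehicle) was measured in yeast with a defined repair-gene alteration.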
cln2 rad14 – NCI yeast anticancer drug screen, S. cerevisiae cln2 rad14 strain; % growth inhibition at 50 µM; hit rate 8.3% among 78,000; AID 165, 2004;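 also: 0% = growth of vehicle-only cultures of the same strain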
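The screen exposed genetically defined yeast (cln2 rad14) to test compounds and scored growth inhibition relative to vehicle-treated controls.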
* hit, by the source's call; nt = not tested or not shown; & = joins results of further samples. Rule as the data show it: active = growth inhibition above about 70%; inactive = the rest.

Start of the data: the first 15 records, ahead of the listing:
1) Cc1c2ccccc2nc(CSc2n[nH]c(=S)s2)[n+]1[O-]
2) CC(C)=Nn1cnc2nccnc2c1=O
3) Cc1ccc(-c2c(C#N)c(-c3ccc(Cl)cc3)c(C#N)c(=O)n2NS(=O)(=O)c2ccc(C)cc2)cc1
4) COCc1ccc([N+](=O)[O-])o1
5) O=C(O)CCc1c[nH]c2ccc([N+](=O)[O-])cc12
6) O=S(=O)(CCCl)Cc1ccccc1
7) C1OC2COCOC2C2OCOCC2O1 (stereo not given)
8) COc1cc(C2c3c(cc(OC)c(O)c3OC)C=C(C(=O)O)C2CO)cc(OC)c1O (stereo not given)
9) S=c1nc(Cl)[nH]c2nc(Cl)[nH]c12
10) O=C(NCCCl)NC1CCc2ccccc21 (stereo not given)
11) COC(=O)C1CC2c3[nH]c4ccccc4c3CCN2C1 (stereo not given)
12) COc1cccc(/C=N/[N-]C(N)=O)c1[O-].[OH3+].[Pd+2]

assay / compound | 1 | 2 | 3 | 4 | 5 | 6 | 7 | 8 | 9 | 10 | 11 | 12
bub3 | 8 | -13 | 16 | 1 | -2 | 11 | 1&-13 | -2 | 8 | -8 | -4 | 19
yeast sgs1 mgt1 | 8 | -14 | 30 | 79* | -10 | 14 | -8&-17 | -3 | 12 | -3 | -17 | 16
mlh1 rad18 | 20 | -2 | 13 | 66 | -28 | 11 | -5&-4 | 14 | 33 | -2 | -10 | 22
yeast mec2-1 | 19 | -6 | 20 | 22 | -32 | 0 | -10&-17 | 5 | -4 | 1 | -8 | 8
yeast rad50 | -9 | 3 | 21 | 71* | -5 | 5 | -3&-23 | 9 | -8 | -6 | -5 | 8
cln2 rad14 | -45 | -40 | 45 | 8 | -7 | 11 | -14&-34 | 24 | -20 | -26 | -11 | 7

13) C=CCOc1ccc(C2C(C(=O)OCC)C(=O)CC(C)(O)C2C(=O)OCC)cc1OC (stereo not given)
14) O=[N+]([O-])c1ccc(I)cc1
15) O=C1OC(CCc2ccccc2O)c2ccccc21 (stereo not given)

assay / compound | 13 | 14 | 15
bub3 | 1 | -20 | -6
yeast sgs1 mgt1 | -7 | -14 | 5
mlh1 rad18 | -7 | -15 | 16
yeast mec2-1 | -11 | -8 | 8
yeast rad50 | -6 | -21 | 2
cln2 rad14 | -24 | -16 | 32

Results, from the first entry:
1) Cc1c2ccccc2nc(CSc2n[nH]c(=S)s2)[n+]1[O-]
2) CC(C)=Nn1cnc2nccnc2c1=O
3) Cc1ccc(-c2c(C#N)c(-c3ccc(Cl)cc3)c(C#N)c(=O)n2NS(=O)(=O)c2ccc(C)cc2)cc1
4) COCc1ccc([N+](=O)[O-])o1
5) O=C(O)CCc1c[nH]c2ccc([N+](=O)[O-])cc12
6) O=S(=O)(CCCl)Cc1ccccc1
7) C1OC2COCOC2C2OCOCC2O1 (stereo not given)
8) COc1cc(C2c3c(cc(OC)c(O)c3OC)C=C(C(=O)O)C2CO)cc(OC)c1O (stereo not given)
9) S=c1nc(Cl)[nH]c2nc(Cl)[nH]c12
10) O=C(NCCCl)NC1CCc2ccccc21 (stereo not given)

assay / compound | 1 | 2 | 3 | 4 | 5 | 6 | 7 | 8 | 9 | 10
bub3 | 8 | -13 | 16 | 1 | -2 | 11 | 1&-13 | -2 | 8 | -8
yeast sgs1 mgt1 | 8 | -14 | 30 | 79* | -10 | 14 | -8&-17 | -3 | 12 | -3
mlh1 rad18 | 20 | -2 | 13 | 66 | -28 | 11 | -5&-4 | 14 | 33 | -2
yeast mec2-1 | 19 | -6 | 20 | 22 | -32 | 0 | -10&-17 | 5 | -4 | 1
yeast rad50 | -9 | 3 | 21 | 71* | -5 | 5 | -3&-23 | 9 | -8 | -6
cln2 rad14 | -45 | -40 | 45 | 8 | -7 | 11 | -14&-34 | 24 | -20 | -26

11) COC(=O)C1CC2c3[nH]c4ccccc4c3CCN2C1 (stereo not given)
12) COc1cccc(/C=N/[N-]C(N)=O)c1[O-].[OH3+].[Pd+2]
13) C=CCOc1ccc(C2C(C(=O)OCC)C(=O)CC(C)(O)C2C(=O)OCC)cc1OC (stereo not given)
14) O=[N+]([O-])c1ccc(I)cc1
15) O=C1OC(CCc2ccccc2O)c2ccccc21 (stereo not given)
16) CCN(CC)c1cc2c3c(c1)CCCN3CCC2
17) CCOC(=O)c1sc2c(c1O)c(=O)n(-c1ccccc1)c(=S)n2-c1ccccc1
18) N#CC1(C2SCCS2=O)C2=C(C(=O)c3ccccc3C2=O)N2CCCC21 (stereo not given)
19) CCOC(=O)N/N=C/c1ccccc1C
20) Nc1ccc(N)c(C(=O)O)c1

assay / compound | 11 | 12 | 13 | 14 | 15 | 16 | 17 | 18 | 19 | 20
bub3 | -4 | 19 | 1 | -20 | -6 | -8 | 95* | 70* | -4 | -13
yeast sgs1 mgt1 | -17 | 16 | -7 | -14 | 5 | -4 | 96* | 84* | -7 | 1
mlh1 rad18 | -10 | 22 | -7 | -15 | 16 | -1 | 95* | 90* | -15 | -9
yeast mec2-1 | -8 | 8 | -11 | -8 | 8 | -28 | 96* | 77* | -3 | 15
yeast rad50 | -5 | 8 | -6 | -21 | 2 | -21 | 96* | 77* | -9 | -9
cln2 rad14 | -11 | 7 | -24 | -16 | 32 | 3 | 85* | 43 | 25 | -2

21) Cn1c(=O)c2[nH]c(COCc3nc4c([nH]3)c(=O)n(C)c(=O)n4C)nc2n(C)c1=O
22) CCC1CNC(=O)CC1CC(=O)OC (stereo not given)
23) Clc1ccc(/C=C/c2ccccc2)cc1
24) N#CC(C#N)=Cc1cccc(Oc2ccccc2)c1
25) CCOC(=O)C(C)S(=O)(=O)O (stereo not given)
26) Cc1cc(C)c(C)c(O)c1
27) O=C(O)/C=C1/OC(=O)c2ccccc21
28) N#CCCn1nc(SCc2ccccc2)c(=O)[nH]c1=O
29) O=Cc1ccc(N2CCCCC2)cc1
30) CCCOS(=O)(=O)c1ccccc1

assay / compound | 21 | 22 | 23 | 24 | 25 | 26 | 27 | 28 | 29 | 30
bub3 | -26 | -8 | 15 | -9 | 0 | -6 | 0 | -2 | -8 | -1
yeast sgs1 mgt1 | -19 | -7 | -8 | 10 | -11 | -15 | -10 | 8 | -13 | 10
mlh1 rad18 | -30 | -13 | 9 | -16 | -13 | 0 | -3 | 8 | -4 | 14
yeast mec2-1 | -10 | 4 | -5 | -3 | -5 | 12 | 7 | 0 | 8 | 12
yeast rad50 | -9 | -5 | -15 | 57 | -8 | 16 | 8 | -3 | 4 | 1
cln2 rad14 | -22 | 9 | 9 | 9 | -75 | -28 | -14 | 6 | -24 | -2

31) Cc1c(O)cccc1C(=O)C[n+]1ccccc1
32) Cn1c(Cc2ccccc2)nc(=O)c2ccccc21
33) COc1ccc(C(c2c(O)c3ccccc3oc2=O)N2CCCC2)c(OC)c1 (stereo not given)
34) CC1C(O)CC23COC(=O)C2=CCCC3C1(C)CCC1COC(=O)C1 (stereo not given)
35) c1cnn([B-]2(n3cccn3)n3ccc[n+]3[B-](n3cccn3)(n3cccn3)n3ccc[n+]32)c1
36) CNc1c(C)cc(C(=O)O)cc1C
37) CS(=O)(=O)CCCCCCCCCCS(C)(=O)=O
38) O=C(Cl)c1cc2ccccc2c2c(=O)c3ccc4cc5ccccc5cc4c3[nH]c12
39) CC1=Nc2nc(Cl)cn2C(=O)C1(Cl)Cl
40) CCC(CC)(CC)C(O)CC(C)C (stereo not given)

assay / compound | 31 | 32 | 33 | 34 | 35 | 36 | 37 | 38 | 39 | 40
bub3 | -7 | nt | -1 | -10 | 14 | -25 | 5 | -13 | 1 | 12
yeast sgs1 mgt1 | 11 | nt | -3 | 18 | 9 | -8 | -4 | -10 | -17 | -11
mlh1 rad18 | 1 | 9 | -3 | 7 | -4 | 14 | 4 | -12 | -14 | 18
yeast mec2-1 | -8 | -32 | -6 | -22 | -12 | 5 | 2 | -3 | -30 | -12
yeast rad50 | 4 | 3 | 8 | -5 | 1 | 5 | 9 | -52 | -10 | 22
cln2 rad14 | -25 | nt | -25 | 6 | -9 | -6 | -24 | -54 | 4 | 6

41) COc1cc([N+](=O)[O-])c2nccc(C)c2c1
42) COc1cc(C(Sc2ccccc2C(=O)O)Sc2ccccc2C(=O)O)ccc1O
43) Clc1ccc(C2C3COc4ccccc4C3=NN2c2ccccc2)cc1 (stereo not given)
44) O=C1OC2c3ccccc3CC1C2CO (stereo not given)
45) CN(CC1NCCCC1O)C12CC3CC(CC(C3)C1)C2 (stereo not given)
46) CC(C)CCCC(C)CCCl (stereo not given)
47) O=C1CCC(=O)Nc2ccc3nc4ccccc4c(c3c2)SCCCCCCCCCCCCSc2c3ccccc3nc3ccc(cc23)N1
48) O=C1C2CN(Cc3ccccc3)CC1CN(CC1CC1)C2
49) CCOC(=O)C1CCCN(C(=O)OC(C)(C)C)C1 (stereo not given)
50) CC(=O)C1=C(c2ccccc2)N(C2OC(CO)C(O)C(O)C2O)C(S)=C(C#N)C1c1ccc(Cl)cc1 (stereo not given)

assay / compound | 41 | 42 | 43 | 44 | 45 | 46 | 47 | 48 | 49 | 50
bub3 | -5 | 88* | -30 | 2 | 7 | 3 | -8 | 6 | -10 | 25
yeast sgs1 mgt1 | -1 | 97* | -15 | 8 | 12 | -6 | -15 | -19 | 6 | 10
mlh1 rad18 | 19 | 98* | -13 | -4 | -4 | 0 | -1 | -12 | -4 | 49
yeast mec2-1 | 6 | 96* | -30 | 5 | -7 | -1 | -15 | -14 | 4 | 24
yeast rad50 | 13 | 95* | -26 | 21 | 0 | 4 | -22 | 0 | 3 | 43
cln2 rad14 | -5 | 82* | 0 | 9 | 12 | 2 | -36 | 26 | -13 | 29

51) COC1(OC)N=C(N)C2(C#N)/C(=N/N(C)C)CC(C)C12C#N (stereo not given)
52) C=C1c2[nH]c3cc(OC)ccc3c2CCN1Cc1ccccc1
53) CN(C)CCCNc1c(C#N)[n+]([O-])c2cc(Cl)ccc2[n+]1[O-]
54) CC(=O)OC12CCC3C4CC=C5CC(O)CCC5(C)C4C(=O)C3C1(C)N1CC(C)CC(O)C1C2C (stereo not given)
55) CSC(=S)OCCC[C@@H](C)[C@H]1CC[C@H]2[C@@H]3CC[C@@H]4CCCC[C@]4(C)[C@H]3CC[C@]12C
56) CN(C)c1nc(Cl)c2c(-c3ccccc3)c(-c3ccccc3)oc2n1
57) CCOC(=O)C(CCN(CC)CC)(CCN(CC)CC)c1ccccc1
58) CCCCCCCCCCCC(=O)OCC(=O)c1ccc(-c2ccccc2)cc1
59) COc1cc([N+](=O)[O-])c(S(=O)(=O)O)cc1-n1nc(-c2ccccc2)n[n+]1-c1cc(S(=O)(=O)[O-])c([N+](=O)[O-])cc1OC
60) CC(=O)O[C@@H]1[C@H]2[C@@H](OC(=O)c3ccccc3)[C@@H](C)C[C@]2(O)[C@H](OC(C)=O)[C@@]2(C)[C@@H]3C[C@@](C)(OC(C)=O)C[C@@H](OC(C)=O)[C@@]3(OC(C)=O)C[C@@]12C

assay / compound | 51 | 52 | 53 | 54 | 55 | 56 | 57 | 58 | 59 | 60
bub3 | -23 | 5 | 60 | 64 | -3 | 25 | 2 | 0 | -20 | -6
yeast sgs1 mgt1 | -18 | -6 | 62 | 62 | -17 | 10 | -8 | -2 | -13 | -4
mlh1 rad18 | -41 | -1 | 69 | 47 | -9 | -25 | 7 | -18 | 16 | -51
yeast mec2-1 | 4 | 7 | 44 | 59 | 1 | 3 | -8 | 9 | 4 | -7
yeast rad50 | 12 | 5 | 67 | 75* | -12 | -1 | 1 | -4 | -6 | -8
cln2 rad14 | -16 | -14 | 46 | 57 | -18 | 16 | -22 | 24 | -23 | -33

61) COC(=O)c1ccc(Cl)cc1N
62) O=C(O)c1cc(C(=O)O)cc(S(=O)(=O)NCCO)c1
63) N#Cc1nc(-c2ccco2)oc1N
64) c1ccc2c(Nc3ncco3)cccc2c1
65) C=C(Cl)C1CO1 (stereo not given)

assay / compound | 61 | 62 | 63 | 64 | 65
bub3 | -22 | 3 | -10 | 5 | 15
yeast sgs1 mgt1 | -9 | 2 | -23 | -17 | -4
mlh1 rad18 | -11 | 5 | -6 | 2 | 4
yeast mec2-1 | -16 | -10 | 2 | -29 | -20
yeast rad50 | -30 | 3 | -21 | -20 | 0
cln2 rad14 | -32 | -30 | 3 | -3 | -35
